Bioassay records from PubChem BioAssay.
E-sel inducer: induces E-selectin expression in human endothelial cells; AID 686992; hit rate 0.37% among 260,000; activation, % at 7.58 µM; HUVEC E-selectin immunofluorescence imaging; normalized: neutral wells 0, TNF-alpha wells 100;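 active = mean E-selectin-positive cell signal at least 10% of the positive control, reached in at least 60% of replicates, without over 20% cell loss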;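 also: in these data hits start at about 27%; measured in HUVEC primary endothelial cells; signal is the percent of cells scored E-selectin positive by PE staining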
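Material: HUVEC primary endothelial cells; Amount: 3,000 cells per well; Dosing: single concentration; Medium: EGM-2 growth medium on 0.1% gelatin-coated wells; Read-out basis: percent E-selectin-positive cells; Signal: immunofluorescence imaging; Control set: TNF-alpha, DMSO.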
RAD52 inh: inhibitors of human RAD52 DNA annealing. P43351. AID 651710. hit rate 0.46% among 360,000. inhibition, % at 18.7 µM. recombinant RAD52 DNA annealing, FRET fluorescence;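 active = every replicate showing at least 50% inhibition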
Target sequence (P43351 whole entry, looked up): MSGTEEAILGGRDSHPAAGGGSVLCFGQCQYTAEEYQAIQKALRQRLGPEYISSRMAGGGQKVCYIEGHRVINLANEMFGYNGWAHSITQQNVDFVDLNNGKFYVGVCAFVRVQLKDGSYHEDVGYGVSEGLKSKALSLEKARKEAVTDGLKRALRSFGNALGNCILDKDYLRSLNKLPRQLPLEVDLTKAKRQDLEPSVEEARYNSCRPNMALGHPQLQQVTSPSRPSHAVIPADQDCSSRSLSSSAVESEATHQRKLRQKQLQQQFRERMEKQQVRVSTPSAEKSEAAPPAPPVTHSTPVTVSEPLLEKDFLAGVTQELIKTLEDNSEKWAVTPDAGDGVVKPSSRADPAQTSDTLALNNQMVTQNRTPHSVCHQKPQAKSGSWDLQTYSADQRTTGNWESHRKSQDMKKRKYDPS
Xi reactivation: reactivates the inactive X chromosome in mouse fibroblasts. XiGFP mouse fibroblasts, % GFP-positive cells imaging, 3 d; cells co-treated with 5-aza-dC sensitizer; scaled so ellipticine positive control = 100%. activation, % at 7.58 µM. hit rate 0.055% among 360,000;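 active = mean normalized replicate activation at least 10% and every replicate at or above 10%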;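 also: 0% = median of on-plate neutral control wells and 100% = ellipticine 6 µM median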
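System: SV40-immortalized XiGFP fibroblast cells, line 68-5-11 / Incubation: 3-day compound exposure, then 15 min fixation at room temperature / Compound: single concentration per compound, delivered by pin transfer / Buffer or medium: DMEM plus 5-aza-dC sensitizer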
ERp5 inh: blocks human ERp5 reductase activity on insulin | Q15084 | ERp5 insulin aggregation, absorbance 650 nm, 90 min | inhibition, % at 9.99 µM | hit rate 0.05% among 350,000;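 active = mean replicate inhibition above about 25%, with every replicate also reaching it, limit read from the data, passing the limit was not always enough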
Target sequence (Q15084 whole entry, looked up): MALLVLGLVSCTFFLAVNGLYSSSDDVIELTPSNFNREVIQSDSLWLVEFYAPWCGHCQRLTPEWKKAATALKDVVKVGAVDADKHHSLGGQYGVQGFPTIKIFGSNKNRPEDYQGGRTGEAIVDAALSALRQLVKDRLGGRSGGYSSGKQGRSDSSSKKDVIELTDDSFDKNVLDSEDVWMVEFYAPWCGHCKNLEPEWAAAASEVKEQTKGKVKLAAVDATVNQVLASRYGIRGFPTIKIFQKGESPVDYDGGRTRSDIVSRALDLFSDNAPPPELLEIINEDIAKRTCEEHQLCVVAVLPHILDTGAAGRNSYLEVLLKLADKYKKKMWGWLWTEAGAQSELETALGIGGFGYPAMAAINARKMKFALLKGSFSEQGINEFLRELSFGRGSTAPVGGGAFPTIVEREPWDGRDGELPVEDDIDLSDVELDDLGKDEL
RAD54 inh: inhibitors of human RAD54 branch migration; Q92698; RAD54 Holliday junction branch migration, FAM/BHQ fluorescence; inhibition, % at 10.4 µM; hit rate 0.14% among 360,000; AID 602329;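 active = mean normalized replicate activity at least 40 and at least half of replicates scoring 40 or more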;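 also: 0% = median of neutral control wells and 100% = median of positive control wells; inhibitors cause a drop in the FAM fluorescence signal; in these data hits start at about 50%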
esBAF inh: SWI/SNF esBAF complex inhibition | mouse ES cells, Bmi1-luciferase knock-in reporter, 24 h; 100% = twice the neutral-well signal | reporter increase, % at 12.5 µM | hit rate 2% among 350,000; in the data active = activation above about 40%;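 also: 0% = median of the plate's neutral control wells and 100% = double that signal; a rise in the Bmi1 reporter signal indicates esBAF inhibition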
S100A4 inh HTS: inhibitors of human S100A4 binding to myosin IIA peptide; P26447; S100A4/TAMRA-MyoIIA peptide fluorescence polarization; inhibition, % at 10.7 µM; hit rate 0.14% among 360,000; AID 652163;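 active = mean inhibition of at least 70% across replicates, with every replicate also reaching that level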
Target sequence (P26447 whole entry, looked up): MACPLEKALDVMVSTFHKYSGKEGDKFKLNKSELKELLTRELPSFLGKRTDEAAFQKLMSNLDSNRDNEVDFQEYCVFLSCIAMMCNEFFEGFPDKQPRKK
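Test system: S100A4 monomer protein. Medium: HEPES buffer with Ca2+, pH 7.2. Reagent: fluorescent myosin IIA peptide, 5 nM. Compound dosing: single-point compound testing. Timing: 5 min between mix addition and reading. Benchmarks: DMSO neutral and TFP positive wells.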
ERAP1 HTS inh: blocks human ERAP1 aminopeptidase activity. inhibition, % at 10.7 µM. recombinant ERAP1, Leu-AMC fluorescence, 60 min. AID 652197. hit rate 0.15% among 340,000;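 active = mean replicate inhibition of at least 30%, or all replicates individually reaching that 30% level; inactive = mean below 30% and not every replicate reaching it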;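 also: 0% = neutral control wells and 100% = L-leucinethiol positive control wells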
* marks the source's active call; other numbers are inactive results; & = joins results of further samples.

Screening COc1ccc2c(c1)[C@H]1[C@H](CO2)[C@H](c2ccccc2)[C@]2(C)C(=O)N[C@H](C)C(=O)N12 returned E-sel inducer 0.1, RAD52 inh 3, Xi reactivation -0.2, ERp5 inh -7, RAD54 inh 1, esBAF inh -2 and S100A4 inh HTS -19.
Screening N#C[C@H]1[C@@H](c2ccc(C3=CCCCC3)cc2)[C@@H](CO)N1C(=O)Nc1ccccc1F returned E-sel inducer 0.8, RAD52 inh -2, Xi reactivation 0.0, ERp5 inh 1, RAD54 inh -6, esBAF inh 1, S100A4 inh HTS -10 and ERAP1 HTS inh 2.
Screening O=S(=O)(NCCc1csc(-c2ccc(C(F)(F)F)cc2)n1)c1ccc2c(c1)OCCO2 returned E-sel inducer 4.0, RAD52 inh -14, Xi reactivation 0.0, ERp5 inh 10, RAD54 inh -2, esBAF inh -2, S100A4 inh HTS 2 and ERAP1 HTS inh -1.
COCC(C)N1CCC(Oc2cccc(C(=O)NCCc3ccccc3)c2)CC1 (stereo unspecified) was read as RAD52 inh -15, Xi reactivation 0.0, ERp5 inh -4, RAD54 inh -12, esBAF inh 29, S100A4 inh HTS -2 and ERAP1 HTS inh 1.
Screening COc1ccc(Cc2c(-c3ccc(F)cc3)nc3ccc(C)cn23)c(C)c1 returned E-sel inducer -3.9, RAD52 inh -30, Xi reactivation 0.0, ERp5 inh 12 and S100A4 inh HTS -5.
For O=C(NCc1ccco1)c1csc2c1CCCC2 the results were RAD52 inh -14, Xi reactivation 0.0, ERp5 inh 16, RAD54 inh 0, S100A4 inh HTS -8 and ERAP1 HTS inh -3.
Screening CCCC(=O)Nc1ccc(C(=O)COC(=O)C2CC2)cc1 returned E-sel inducer 0.1, RAD52 inh -11, Xi reactivation 0.0, RAD54 inh 2, esBAF inh 39, S100A4 inh HTS 0 and ERAP1 HTS inh 0.
Screening CC1CN(C(=O)c2ccc(Br)c(S(=O)(=O)N3CCOCC3)c2)CC(C)O1 (stereo unspecified) returned E-sel inducer 1.0, RAD52 inh 4, Xi reactivation 0.8, ERp5 inh 3, RAD54 inh -14, esBAF inh -4, S100A4 inh HTS 14 and ERAP1 HTS inh -1.
Cc1ccc(S(=O)(=O)Nc2cccc3c2O[C@H](CN(C)C(=O)Nc2c(C)noc2C)[C@@H](C)CN([C@H](C)CO)C3=O)cc1 was read as E-sel inducer -0.1, RAD52 inh 2, Xi reactivation -0.2, ERp5 inh 2, RAD54 inh 3, esBAF inh -10, S100A4 inh HTS 4 and ERAP1 HTS inh -4.
For CCCNC(=O)C[C@@H]1C[C@@H]2c3cc(NC(=O)Nc4ccccc4)ccc3O[C@@H]2[C@@H](CO)O1 the results were E-sel inducer 0.0, Xi reactivation 0.0, RAD54 inh -5 and esBAF inh 6.
For C[C@H]1O[C@@H](O[C@H]2CC[C@@]3(C)C(CC[C@]4(C)C3C=C[C@]35OC[C@@]6(CCC(C)(C)C[C@H]63)[C@@H](O)C[C@]54C)[C@]2(C)CO)[C@H](O)[C@@H](O[C@@H]2O[C@H](CO)[C@@H](O)[C@H](O)[C@H]2O)[C@H]1O (stereo partly specified) the results were E-sel inducer -0.1, RAD52 inh -16, Xi reactivation 0.1, ERp5 inh 1, RAD54 inh -5, esBAF inh 3 and S100A4 inh HTS -4.
Screening Cn1cnnc1SCC(=O)c1c[nH]c2ccccc12 returned RAD52 inh -6, ERp5 inh 2, RAD54 inh -6, esBAF inh 6, S100A4 inh HTS 0 and ERAP1 HTS inh -2.
Screening O=C(CCNC(=O)c1ccc(Cl)cc1)NNC(=O)c1ccc(F)cc1 returned E-sel inducer 0.1, RAD52 inh -6, Xi reactivation -0.1, ERp5 inh 4, RAD54 inh -5, S100A4 inh HTS -2 and ERAP1 HTS inh -2.
`COc1cccc(-c2ccc3c(c2)O[C@H](CN(C)C)[C@@H](C)CN([C@H](C)CO)S3(=O)=O)c1` gave E-sel inducer 0.0, RAD52 inh 2, Xi reactivation 0.0, ERp5 inh -9, RAD54 inh -1, esBAF inh -1, S100A4 inh HTS 2 and ERAP1 HTS inh 0.
Screening CCOC(=O)c1cc2c(=O)n3cccc(C)c3nc2n(CC2CCCO2)c1=NC(C)=O (stereo unspecified) returned E-sel inducer -0.1, RAD52 inh -2, Xi reactivation 0.1, ERp5 inh 2, RAD54 inh 2&2, esBAF inh 0, S100A4 inh HTS 0 and ERAP1 HTS inh -56.
`COc1ccccc1CN1CC(C(=O)NCc2cnn(C)c2)CCC1=O` (stereo unspecified) gave E-sel inducer -0.5, RAD52 inh -28, Xi reactivation 0.1, ERp5 inh -1, RAD54 inh 0, esBAF inh -8, S100A4 inh HTS 5 and ERAP1 HTS inh 0.
Cc1ccc2nc(SCc3nc4cc(Cl)ccc4c(=O)[nH]3)[nH]c2c1 was read as RAD52 inh -18, Xi reactivation 0.5, ERp5 inh 5, S100A4 inh HTS 1 and ERAP1 HTS inh 9.
`C[C@H]1CN([C@@H](C)CO)C(=O)c2cc(NC(=O)NC3CCCCC3)ccc2O[C@@H]1CN(C)S(=O)(=O)c1cn(C)cn1` gave RAD52 inh 0, Xi reactivation 0.1, ERp5 inh -5, RAD54 inh 10, esBAF inh 5, S100A4 inh HTS -1 and ERAP1 HTS inh -5.
Screening COc1cc(NC(=O)c2csc(N)n2)cc(C(=O)Nc2cccc(C(F)(F)F)c2)c1 returned E-sel inducer 1.8&1.8, RAD52 inh -10&-20, Xi reactivation 0.1&0.2, ERp5 inh -4&4, RAD54 inh -12&-7, esBAF inh 14&0, S100A4 inh HTS -5&-2 and ERAP1 HTS inh 0&-1.
For C/C=C/c1ccc([C@H]2[C@@H](CO)N(C(=O)c3ccccc3)C23CN(C(C)=O)C3)cc1 the results were E-sel inducer 0.0, RAD52 inh -21, Xi reactivation 0.0, ERp5 inh 1, S100A4 inh HTS 0 and ERAP1 HTS inh 2.
CC(C)NC(=O)N(C)C[C@@H]1Oc2ccc(NS(=O)(=O)c3ccc(F)cc3)cc2C(=O)N([C@@H](C)CO)C[C@H]1C was read as E-sel inducer 0.0, RAD52 inh -16, Xi reactivation 0.1, ERp5 inh 3, RAD54 inh 14, esBAF inh -6, S100A4 inh HTS -3 and ERAP1 HTS inh 1.
Screening C[C@H]1CN([C@@H](C)CO)C(=O)c2cc(NC(=O)Cc3cn(C)c4ccccc34)ccc2O[C@H]1CN(C)C(=O)Nc1ccc(C(F)(F)F)cc1 returned E-sel inducer 1.5, RAD52 inh 0, Xi reactivation -0.6, ERp5 inh 1, RAD54 inh -3, esBAF inh 4, S100A4 inh HTS 1 and ERAP1 HTS inh -3.
`CCCCc1ccc(NC(=O)CSc2nc(=O)n(CCN(CC)CC)c3c2CCC3)cc1` gave E-sel inducer 1.0, RAD52 inh -7, Xi reactivation 1.0, ERp5 inh -1, RAD54 inh -2, esBAF inh -3, S100A4 inh HTS 1 and ERAP1 HTS inh 3.
CCC(C)(C)NC(=O)C(c1cccc(OC)c1OC)N(Cc1ccc(OC)cc1)C(=O)CCC(=O)Nc1cc(C)on1 (stereo unspecified) was read as E-sel inducer 0.1, RAD52 inh 1, Xi reactivation 0.2, ERp5 inh 1, RAD54 inh -12, esBAF inh 0, S100A4 inh HTS -2 and ERAP1 HTS inh 2.
`CCN(CC)S(=O)(=O)c1cc(NC(=O)C(C)Nc2ccccc2N2CCOCC2)ccc1C` (stereo unspecified) gave E-sel inducer 0.6, RAD52 inh -8, Xi reactivation 0.0, ERp5 inh 2, RAD54 inh -5, esBAF inh 6, S100A4 inh HTS 12 and ERAP1 HTS inh -1.
For CCc1[nH]nc(C(=O)NC2CCCc3c2cnn3-c2cc(C)cc(C)c2)c1C (stereo unspecified) the results were E-sel inducer -0.3, RAD52 inh -10, Xi reactivation 0.1, ERp5 inh 1, RAD54 inh 6, esBAF inh 66*, S100A4 inh HTS -6 and ERAP1 HTS inh -4.
For CCc1c(C(=O)N/N=C/c2ccco2)nnn1-c1nonc1N the results were RAD52 inh -14, Xi reactivation 0.1, ERp5 inh 2, RAD54 inh 9, esBAF inh 4, S100A4 inh HTS 5 and ERAP1 HTS inh -2.
COc1ccc(OCCC(=O)OCC(=O)c2ccc[nH]2)cc1 was read as E-sel inducer 0.1, RAD52 inh -3, Xi reactivation 0.0, ERp5 inh 5, S100A4 inh HTS 19 and ERAP1 HTS inh -2.
For CCCNC(=O)c1cc(C2CCCCN2S(=O)(=O)c2ccc(OC)cc2)on1 (stereo unspecified) the results were E-sel inducer 0.0, RAD52 inh -17, Xi reactivation 0.1, ERp5 inh 0, RAD54 inh 4, esBAF inh 3, S100A4 inh HTS 6 and ERAP1 HTS inh -1.
For CNC[C@H]1OCCCC[C@H](C)Oc2ccc(NS(=O)(=O)c3c(C)noc3C)cc2C(=O)N([C@H](C)CO)C[C@H]1C the results were E-sel inducer 0.0, Xi reactivation 0.2, RAD54 inh -14 and esBAF inh -6.

Reprinted at random: two records from the list
For CCc1c(C(=O)N/N=C/c2ccco2)nnn1-c1nonc1N the results were RAD52 inh -14, Xi reactivation 0.1, ERp5 inh 2, RAD54 inh 9, esBAF inh 4, S100A4 inh HTS 5 and ERAP1 HTS inh -2.
Cc1ccc2nc(SCc3nc4cc(Cl)ccc4c(=O)[nH]3)[nH]c2c1 was read as RAD52 inh -18, Xi reactivation 0.5, ERp5 inh 5, S100A4 inh HTS 1 and ERAP1 HTS inh 9.

More records follow:
`COc1ccc(C(C)(C)C)cc1NC(=O)C1=CC=CN2CCS(=O)(=O)N=C12` gave E-sel inducer -0.2, RAD52 inh -10, Xi reactivation -0.9, ERp5 inh -5, esBAF inh 7, S100A4 inh HTS 16 and ERAP1 HTS inh 2.
Screening Cc1cccc(NC(=O)C(Cc2ccccc2)c2nn[nH]n2)c1C (stereo unspecified) returned E-sel inducer 0.3, RAD52 inh -10, Xi reactivation 0.3, ERp5 inh 2, RAD54 inh -13, esBAF inh 5, S100A4 inh HTS -2 and ERAP1 HTS inh 1.
For CCc1ccc(N2CN(Cc3cccnc3)CNC2=S)cc1 the results were RAD52 inh -5, Xi reactivation 0.2, ERp5 inh -1, S100A4 inh HTS 16 and ERAP1 HTS inh -2.
Screening COC(=O)Cc1c(C)c2ccc(OCC(=O)NC3CCS(=O)(=O)C3)cc2oc1=O (stereo unspecified) returned RAD52 inh -24, Xi reactivation 0.0, ERp5 inh -1, RAD54 inh -2, esBAF inh 3, S100A4 inh HTS -14 and ERAP1 HTS inh -3.
COc1ccc2cc(C(=O)C3CCCN(C(=O)Cc4c(C)noc4C)C3)ccc2c1 (stereo unspecified) was read as E-sel inducer 0.6, RAD52 inh -5, Xi reactivation 0.4, ERp5 inh -7, RAD54 inh -1, esBAF inh -4, S100A4 inh HTS 2 and ERAP1 HTS inh 14.
Screening COc1ccccc1NC(=O)c1ccccc1S(=O)(=O)c1ccccc1[N+](=O)[O-] returned RAD52 inh -8, Xi reactivation 0.1, ERp5 inh 0, S100A4 inh HTS -4 and ERAP1 HTS inh 6.
`Cn1c(=O)c2c(nc(Oc3ccc(-c4ccccc4)cc3)n2C)n(C)c1=O` gave RAD52 inh -5, ERp5 inh -10, RAD54 inh -4, esBAF inh 48*, S100A4 inh HTS -7 and ERAP1 HTS inh 2.
